# Compound activity: PubChem, several laboratories
# eIF4E 4G PPI: eIF4E/eIF4G interaction inhibition in translation initiation. P63073+Q04637. TR-FRET eIF4E-eIF4GI(517-606) binding, 2 h. inhibition, % at 21.7 µM. 220,000 compounds, 0.37% hits. AID 782;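 active = inhibition above about 30%, limit read from the data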;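 note: 0% = full FRET control wells and 100% = background wells lacking eIF4GI fragment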
# S1P4 antag: human S1P4 receptor antagonism; S1P4-expressing cells, antagonist mode, reporter read-out; O95977; AID 1510; 220,000 compounds, 0.26% hits; inhibition, % at 4.98 µM; in the data active = inhibition above about 29%;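 note: 0% = wells stimulated with agonist and 100% = vehicle wells without agonist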
# Target sequence (O95977 whole entry, looked up): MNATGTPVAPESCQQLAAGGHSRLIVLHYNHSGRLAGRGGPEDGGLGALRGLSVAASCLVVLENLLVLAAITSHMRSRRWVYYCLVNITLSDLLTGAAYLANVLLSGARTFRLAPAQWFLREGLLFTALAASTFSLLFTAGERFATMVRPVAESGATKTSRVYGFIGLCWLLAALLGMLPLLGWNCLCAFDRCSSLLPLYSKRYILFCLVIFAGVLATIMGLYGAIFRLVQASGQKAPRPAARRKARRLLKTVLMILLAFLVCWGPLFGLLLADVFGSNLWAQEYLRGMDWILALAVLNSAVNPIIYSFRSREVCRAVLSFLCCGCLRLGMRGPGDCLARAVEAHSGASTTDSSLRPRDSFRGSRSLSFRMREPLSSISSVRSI
# EP2 modulator: modulates human prostaglandin E2 receptor EP2 signaling; 260,000 compounds, 0.83% hits; P43116; induction, % at 25 µM; EP2-expressing cells, cAMP HTRF FRET, PGE2 co-stimulation;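 active = compounds whose cAMP rise, as percent of the full-agonist control response, exceeds 60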;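 note: rat C6 glioma line stably carrying human EP2 under a CMV promoter; the protocol text gives 20 µM as final concentration; 100% = response of wells given 1 µM PGE2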
# Target sequence (P43116 whole entry, looked up): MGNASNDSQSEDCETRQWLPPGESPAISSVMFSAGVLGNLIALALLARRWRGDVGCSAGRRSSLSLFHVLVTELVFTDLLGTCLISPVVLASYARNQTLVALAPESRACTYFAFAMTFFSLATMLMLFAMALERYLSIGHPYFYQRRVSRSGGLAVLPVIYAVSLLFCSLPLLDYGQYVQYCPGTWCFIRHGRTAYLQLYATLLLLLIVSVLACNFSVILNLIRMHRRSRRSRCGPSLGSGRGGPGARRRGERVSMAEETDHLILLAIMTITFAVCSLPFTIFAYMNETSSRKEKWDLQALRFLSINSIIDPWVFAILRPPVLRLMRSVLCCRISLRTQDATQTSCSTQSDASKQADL
# NPY Y1 blocker: antagonists of human neuropeptide Y receptor Y1 | AID 1040 | P25929 | 200,000 compounds, 1% hits | HEK293-CNG Y1 cells, membrane potential fluorescence; NPY at EC95, then isoproterenol | inhibition, % at 3.6 µM;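 active = inhibition above the campaign mean inhibition of all tested compounds plus 3 SD, cut at about 20% in these data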;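 note: 0% = DMSO wells given NPY plus isoproterenol and 100% = isoproterenol alone without NPY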
#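 Material: HEK293 Y1/CNG channel cell line; also added: NPY (25 nM), isoproterenol (1 µM), Ro 20-1724 (25 µM); doses: one concentration, 3.6 µM, in 0.4% DMSO; schedule: compound incubation 1 h at room temperature, readout 45 min post-stimulation; technique: membrane potential fluorescence; measure: fluorescence ratio normalized to % inhibition between controls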
# NPY-Y1 PAM-ag: potentiators or agonists of human neuropeptide Y receptor Y1. 220,000 compounds, 0.37% hits. activation, % at 3.6 µM. NPY-Y1 expressing cells, potentiator/agonist activation. P25929; in the data active = activation above about 33%, passing the limit was not always enough;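 note: cells stimulated with NPY at EC10 then isoproterenol at EC100; 0% = low agonist plus stimulus and 100% = saturating agonist plus stimulus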
# NPY-Y2 PAM-ag: potentiates or activates human NPY-Y2 receptor; cells expressing NPY-Y2, potentiator/agonist read-out; activation, % at 3.6 µM; 220,000 compounds, 0.45% hits; AID 1359; in the data active = activation above about 27%;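 note: cells stimulated with NPY near EC25 plus isoproterenol at EC100; 0% = vehicle plus submaximal agonist and 100% = vehicle plus saturating agonist; some results beyond the cut were filed as inactive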
# PGE2 EP2 inh: inhibitors of human EP2 prostaglandin E2 receptor; C6 glioma cells expressing human EP2, cAMP TR-FRET; cells stimulated with saturating PGE2; P43116; inhibition, % at 25 µM; 260,000 compounds, 0.52% hits;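 active = percent inhibition above 40 after rounding to a whole number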;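 note: rat C6 glioma host cells with rolipram phosphodiesterase inhibitor present; the protocol text gives 20 µM as final concentration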
# S1P4 agonist: human S1P4 receptor agonism; 220,000 compounds, 0.35% hits; S1P4-expressing cell line, agonist reporter assay; AID 1509; activation, % at 4.98 µM; in the data active = activation above about 11%;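 note: 0% = DMSO vehicle and 100% = reference agonist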
# p97 ATPase inh: blocks human p97 ATPase activity; P55072; recombinant p97 ATPase, Kinase-Glo ATP luminescence, 3 h; inhibition, % at 8 µM; 220,000 compounds, 0.42% hits; AID 1481; in the data active = inhibition above about 15%;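 note: 0% = DMSO vehicle and 100% = wells lacking enzyme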
# Starred values were filed as active, the others as inactive; . = no result given; & = joins results of further samples; [ ] = another dose, or the depositor's remark. These rows are one share of the data, so the mix of outcomes need not match the whole.
entry	canonical_smiles	eIF4E 4G PPI	S1P4 antag	EP2 modulator	NPY Y1 blocker	NPY-Y1 PAM-ag	NPY-Y2 PAM-ag	PGE2 EP2 inh	S1P4 agonist	p97 ATPase inh
1	Cc1ccc(NC(=O)CSc2ccc(C(N)=O)cc2[N+](=O)[O-])cc1	0	-17	8	-1	7	-3	9	-0.7	-3
2	CC1=C(C(=O)Nc2ccccc2C)C(c2ccccc2)NC(=O)N1 (stereo unspecified)	6	-5	12	-4	13	-4	11	2.7	6
3	CCOc1cccc(C(=O)N(Cc2ccco2)C2CCS(=O)(=O)C2)c1 (stereo unspecified)	5	-7	40	-2	22	10	16	0.2	2
4	CC1CCN(C(=O)/C(=C\c2cccs2)NC(=O)c2ccccc2)CC1	-1	-4	9	7	13	5	7	1.4	3
5	CS(=O)(=O)N1CCC(C(=O)Nc2cccc(Cl)c2)CC1	5	-8	15	-6	5	8	4	0.4	7
6	CCOC(=O)CSc1nc2ccccc2c(=O)n1NC(=O)c1ccccc1	-3	-5	-13	0	3	-3	5	-1.5	0
7	COc1ccc(C(=O)c2ccc(OC)c(N)c2)cc1N	-4	-37	12	-1	11	5	4	1.6	-2
8	NS(=O)(=O)c1ccc(NC(=O)COC(=O)C2(c3ccc(F)cc3)CCCC2)cc1	3	-5	-31	-8	33	30	5	-1.2	6
9	COC(=O)c1ccc2c(c1)N(C)S(=O)(=O)c1cnc(SCC(=O)C(C)(C)C)nc1-2	0	4	16	.	-9	2	12	1.1	-7
10	COc1ccc(C(=O)COC(=O)CCCn2c(=O)oc3ccccc32)cc1	.	-1	.	3	-8	9	6	0.4	-1
11	O=C(COC(=O)c1ccc(O)cc1)Nc1ccccc1[N+](=O)[O-]	0	2	-55	2	-2	3	7	0.2	3
12	O=C(Nc1ccccc1)OCc1cn(-c2ccc(Cl)cc2)nn1	-5[fluorescence artefact?]	-7	-6	15	-2	-8	3	-2.3	0
13	CCN(CC)S(=O)(=O)c1ccc(OC)c(NC(=O)CSc2cc(C)ccc2C)c1	5[fluorescence artefact?]	-11	-20	6	-13	-12	6	0.2	-3
14	Cc1[nH]c(C)c2c(=O)n(Cc3ccc(Cl)cc3)ncc12	0	5	-25	.	4	5	13	-0.4	8
15	S=C(NCCc1ccccc1)N/N=C/C1CCCCC1	0	-9	29	0	3	1	7	0.9	-2
16	O=C(CSc1nnnn1-c1ccccc1)Nc1nc(-c2ccccc2)ns1	-2[fluorescence artefact?]	10	-10	6	-18	-23	10	-0.2	2
17	COCC(C)n1c(C)cc(C(=O)COc2ccc(C)nc2[N+](=O)[O-])c1C (stereo unspecified)	1	-8	4	-5	7	-8	5	0.6	-1
18	CC(C)Cn1c(=O)c(C(=O)Nc2ccccc2S(N)(=O)=O)c(O)c2ccccc21	-12	-8	6	10	9	-1	4	-0.4	2
19	O=c1c(Cc2ccc(F)cc2)c(O)ccn1C1CCCCC1	3	-6	28	10	-9	-35	-6	0.5	-4
20	Cc1ccc(CNS(=O)(=O)NCc2cccs2)cc1	1	-19	27	3	15	9	12	-0.1	4
21	CCOC(=O)c1cc(-c2c(Cl)cccc2Cl)no1	7	23	7	.	-28	-18	9	0.5	-5
22	Cc1cc([N+](=O)[O-])nn1CCC(=O)NC1CCCCCC1	22	-7	1	3	2	-2	7	1.1	2
23	Cc1ccc(-c2nc3ccccn3c2NC(=O)c2ccco2)cc1	5[fluorescence artefact?]	-10	-13	-2	-37	-11	19	0.1	0
24	Cn1c(CN2CCN(C(=O)c3ccccc3Cl)CC2)nc2cc([N+](=O)[O-])ccc21	0	-8	16	-4	-10	-7	5	-3.5	-5
25	COc1ccccc1OCC(=O)Nc1sc2c(c1C(=O)NCC1CCCO1)CCC2 (stereo unspecified)	12	2	10	7	1	-6	5	-3.5	-7
26	O=[N+]([O-])c1ccc(NCCNCCOc2nonc2-c2ccccc2)c([N+](=O)[O-])c1	-2	15	-91	0	29	-2	2	0.5	7
27	COc1ccc(Cn2nnnc2CN2CCC(O)(c3ccccc3F)CC2)cc1	-1	-13	24	3	5	-4	10	-0.9	-1
28	Nc1cc(C(=O)c2cccs2)ccc1Cl	.	-14	.	2	-5	-2	9	-0.2	4
29	COc1ccc(S(=O)(=O)N(C)CC(=O)Nc2ccccc2OC)cc1C	10	1	-7	1	10	9	12	0.2	2
30	CC(O)CNc1nc2c(c(=O)n(C)c(=O)n2C)n1CCc1ccccc1 (stereo unspecified)	-5	-7	10	-1	14	12	-3	1.2	1
31	COc1ccc(-c2nnc(NC(=O)C3CC3)o2)cc1	3	-6	2	1	5	2	1	0.4	-5
32	COC(=O)c1cccc(NC(=O)CSc2nnc(C)n2C)c1	-2	-13	3&3	0	-5	-7	5&7	2.9	1
33	COC(=O)c1cn(CC(=O)NC2CCCCC2)c2ccccc12	-4	-1	9	9	-8	-11	6	1.7	0
34	COc1ccc(-n2nnnc2SCC(=O)Nc2cccc(NC(C)=O)c2)cc1OC	-3	-19	-23	-1	-19	-1	13	-1.4	0
35	Cc1ccc(Cl)cc1N1CCN(C(c2ccc(C#N)cc2)c2nnnn2C2CCCC2)CC1 (stereo unspecified)	-3	-5	12	27*	-12	-18	4	-0.1	2
36	COc1ccc(N2CC(C(=O)NC3=NCCS3)CC2=O)cc1 (stereo unspecified)	2	-6	-8	3	-22	1	5	0.0	-5
37	CC(=O)Nc1ccccc1C(F)(F)F	-3	1	-2	.	8	-9	2	0.1	6
38	Cc1ccc(-c2nn(-c3ccccc3)cc2C(N)=O)o1	0	16	-5	-3	31	16	4	0.8	6
39	CO/C=C\C=C/c1nnn(-c2ccc(Cl)cc2)n1	18	-9	-15	3	-5	9	3	0.9	3
40	COc1ccc(C(C)(C)C)cc1NC(=O)COC(=O)c1ccc([N+](=O)[O-])o1	2	-6	-51	2	-6	13	9	-0.2	4
41	Cc1cc(Nc2ccc(C)c(F)c2)n2ncnc2n1	-1	-1	33	-3	-1	13	10	0.1	-2
42	O=C(Nc1ccccn1)c1sc2cccc(F)c2c1Cl	0	-7	-9	-6	7	-1	8	-0.5	2
43	COCCN(C(=O)COc1ccccc1)c1nnc(-c2cccnc2)s1	1[fluorescence artefact?]	-5	4	1	5	10	17	-1.0	-4
44	CC(C)Sc1nc2c(c(=O)[nH]1)C(c1cccs1)C1=C(CC(C)(C)CC1=O)N2 (stereo unspecified)	7	-3	13	6	1	-13	10	-1.1	-3
45	Cc1c(C=O)c2ccccc2n1CC(=O)N1CCc2ccccc2C1	3	-19	-23	-8	-21	0	10	-0.1	-2
46	COC(=O)c1sccc1NC(=O)c1ccc(OC)cc1OC	-18	0	41	3	-21	7	4	1.1	-3
47	CC(C)(C)c1ccc(OCC(=O)NNC(=S)NC(=O)c2ccccc2[N+](=O)[O-])c(Br)c1	2	-12	21	5	-24	-1	3	-0.3	-9
48	Cc1noc(C)c1S(=O)(=O)Nc1ccc(C(=O)NC2CCCCC2)cc1	-1	-9	-2	-6	5	4	7	1.8	-11
49	Cc1ccc(CN2CCN(c3ccccn3)CC2)s1	6[fluorescence artefact?]	-1	6	-2	13	2	10	-0.9	0
50	Cc1nc(CCNC(=O)c2ccccc2)cs1	3[fluorescence artefact?]	-9	8	3	2	4	6	-0.2	3
51	O=[N+]([O-])c1cnccc1Nc1ccc(F)cc1	7	11	14	4	-26	1	19	-0.8	5
52	COC(=O)c1ccc(Sc2ccccc2NS(=O)(=O)c2ccc(NC(C)=O)cc2)nc1	-7	-2	8	1	3	10	5	-1.0	-1
53	CCOC(=O)c1ccc(NC(=S)N2CCSC2c2ccc(Br)cc2)cc1 (stereo unspecified)	8	-7	-52	3	29	-6	17	-0.5	3
54	CCOC(=O)c1ccc(S(=O)(=O)n2c(CN3CCCCC3)nc3ccccc32)cc1	0	-17	41	-1	-12	23	3	2.2	5
55	COc1ccc(-c2c[n+]3c(n2-c2ccccc2)CCCCC3)cc1	-3	-9	8	12	26	2	3	-0.5	11
56	CCN(Cc1cc2ccccc2[nH]c1=O)C(=O)C(C)C	6	4	-5	-2	23	0	11	2.1	3
57	CC(Oc1ccccc1)c1nnc(N)s1 (stereo unspecified)	0	8	-21&33	1	-7	-1	3&8	0.1	5
58	Fc1ccc(-c2nc3c(-c4ccccc4)cnn3cc2CCN2CCOCC2)cc1	-1	-18	-31	-7	17	12	3	0.1	-1
59	COc1ccc(CCNC(=O)Cn2c(=O)n(CC3CCCO3)c(=O)c3ccccc32)cc1OC (stereo unspecified)	-3	-11	31	-2	12	1	8	-0.7	6

# In the list so far, nine contain an aryl thioether with sulfur outside any ring:
entry	canonical_smiles	eIF4E 4G PPI	S1P4 antag	EP2 modulator	NPY Y1 blocker	NPY-Y1 PAM-ag	NPY-Y2 PAM-ag	PGE2 EP2 inh	S1P4 agonist	p97 ATPase inh
1	Cc1ccc(NC(=O)CSc2ccc(C(N)=O)cc2[N+](=O)[O-])cc1	0	-17	8	-1	7	-3	9	-0.7	-3
6	CCOC(=O)CSc1nc2ccccc2c(=O)n1NC(=O)c1ccccc1	-3	-5	-13	0	3	-3	5	-1.5	0
9	COC(=O)c1ccc2c(c1)N(C)S(=O)(=O)c1cnc(SCC(=O)C(C)(C)C)nc1-2	0	4	16	.	-9	2	12	1.1	-7
13	CCN(CC)S(=O)(=O)c1ccc(OC)c(NC(=O)CSc2cc(C)ccc2C)c1	5[fluorescence artefact?]	-11	-20	6	-13	-12	6	0.2	-3
16	O=C(CSc1nnnn1-c1ccccc1)Nc1nc(-c2ccccc2)ns1	-2[fluorescence artefact?]	10	-10	6	-18	-23	10	-0.2	2
32	COC(=O)c1cccc(NC(=O)CSc2nnc(C)n2C)c1	-2	-13	3&3	0	-5	-7	5&7	2.9	1
34	COc1ccc(-n2nnnc2SCC(=O)Nc2cccc(NC(C)=O)c2)cc1OC	-3	-19	-23	-1	-19	-1	13	-1.4	0
44	CC(C)Sc1nc2c(c(=O)[nH]1)C(c1cccs1)C1=C(CC(C)(C)CC1=O)N2 (stereo unspecified)	7	-3	13	6	1	-13	10	-1.1	-3
52	COC(=O)c1ccc(Sc2ccccc2NS(=O)(=O)c2ccc(NC(C)=O)cc2)nc1	-7	-2	8	1	3	10	5	-1.0	-1
